Screens from PubChem BioAssay.
M18AAP inhibitor – PfM18AAP enzyme inhibition | recombinant PfM18AAP, H-Glu-NHMec fluorogenic cleavage | inhibition, % at 7.35 µM | actives 1.2% (n = 290,000) | AID 1822;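 active = inhibition above the campaign mean inhibition over all tested compounds plus 3 SD, cut at about 28% in these data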;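 also: 0% = plate median of test compound wells and 100% = 2 mM ZnCl2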
VIM-2 inhibitor – inhibitors of Pseudomonas aeruginosa VIM-2 metallo-beta-lactamase. purified VIM-2, nitrocefin hydrolysis, epi-absorbance fluorescence. inhibition, % at 5.6 µM. actives 0.89% (n = 290,000). AID 1527;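 active = inhibition above the mean of all tested compounds plus 3 SD, cutoff set per screening run, cut at about 7.5% in these data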;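 also: red hydrolysis product quenches plate fluorescence so inhibitors raise well fluorescence; 0% = enzyme with DMSO and 100% = DMSO without enzyme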
SUMO HTRF inh – blocks human SUMOylation mediated by UBC9 | P63279 | HTRF SUMOylation assay, SAE1/SAE2 + UBC9, in vitro | inhibition, % at 35 µM | actives 0.36% (n = 290,000) | AID 2006; in the data active = inhibition above about 50%, passing the limit was not always enough; also: strong numbers were not always called active
Target sequence (P63279 whole entry, looked up): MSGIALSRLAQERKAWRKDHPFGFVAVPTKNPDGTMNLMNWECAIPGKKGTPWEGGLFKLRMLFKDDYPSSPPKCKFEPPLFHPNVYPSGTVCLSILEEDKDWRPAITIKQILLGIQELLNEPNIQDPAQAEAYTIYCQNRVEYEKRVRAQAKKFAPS
IMP-1 inhibitor – inhibitors of Pseudomonas aeruginosa IMP-1 metallo-beta-lactamase | purified IMP-1, nitrocefin hydrolysis, epi-absorbance fluorescence | inhibition, % at 5.6 µM | actives 0.45% (n = 290,000) | AID 1556;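 active = inhibition above the mean plus 3 SD of all compounds in the same screening run, cut at about 4.5% in these data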;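 also: 0% = IMP-1 with DMSO and 100% = DMSO wells lacking enzyme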
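assay system = purified recombinant IMP-1 metallo-beta-lactamase enzyme | schedule = 15 min preincubation plus 25 min reaction at 25 °C | signal = Epi-absorbance fluorescence, 480 nm excitation, 530 nm emission | read-out basis = percent inhibition from optical density relative to buffer-blank wells | controls = IMP-1 with DMSO as 0%, enzyme-free DMSO as 100%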
p-CIP stab down – lowers stability of the mouse p/CIP coactivator protein. Q05BA5. F442A p/CIP-EGFP cells, EGFP fluorescence, 16 h. decrease of EGFP signal, % at 10 µM. actives 0.01% (n = 290,000);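 active = EGFP signal decrease of at least 30% at 10 µM or well 3 SD below plate mean, unless failing retest; inactive = the rest, including hits failing retest or dose response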; also: some compounds called inactive have numbers as strong as hits; many of its hits are not listed in these tables
IDE cell activ – boosts human insulin-degrading enzyme activity in HEK cells; P14735; FAbeta-B cleavage, fluorescence polarization; 0% vehicle, 100% cell-free pure enzyme wells; activation, % at 5.96 µM; actives 0.073% (n = 340,000); AID 493087;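 active = activation above the mean of all tested compounds plus 3 SD, set per screening campaign, cut at about 17% in these data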
NS3 helicase inh – inhibitors of Hepatitis C virus NS3 helicase. NS3 helicase DNA unwinding, Cy5 molecular beacon fluorescence. inhibition, % at 10.9 µM. actives 0.56% (n = 290,000). AID 1800;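 active = inhibition above the mean of all tested compounds plus 3 SD, set per campaign, cut at about 35% in these data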;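 also: 0% = DMSO wells and 100% = thioflavine S control wells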
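System: HCV NS3 helicase fragment; control set: DMSO and thioflavine S; technique: Cy5 fluorescence at 0 and 60 min, beacon hairpin quenching; reagent: beacon DNA duplex substrate plus ATP; replicates: singlicate; schedule: 1 h reaction at 25 °C, ATP-initiated; medium: MOPS buffer pH 6.5 with MgCl2, DTT, Tween20, BSA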
IDE inh – cellular human IDE inhibition. inhibition, % at 5.59 µM. actives 0.41% (n = 320,000). HEK cells, FAbetaB cleavage, fluorescence polarization. P14735;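 active = percent inhibition above the average of all tested compounds plus 3 SD, set per screening campaign, cut at about 16% in these data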;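 also: IDE supplied by intact live HEK cells; FP after avidin binding of uncleaved biotin substrate so inhibition keeps polarization high; 0% = DMSO wells and 100% = 60 µM reference IDE inhibitor Ii1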
FID counter – counter-screen for HCV NS3 helicase inhibitors: DNA intercalator displacement; DNA fluorescent intercalator displacement, fluorescence; inhibition, % at 7.9 µM; actives 0.17% (n = 290,000); AID 1845; in the data active = inhibition above about 37%;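 also: 0% = vehicle and 100% = reference compound; higher means more ethidium bromide displaced from hairpin DNA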
Numbers without * were called inactive; · = not tested or not shown.

SMILES	M18AAP inhibitor	VIM-2 inhibitor	SUMO HTRF inh	IMP-1 inhibitor	p-CIP stab down	IDE cell activ	NS3 helicase inh	IDE inh	FID counter
O=C(c1ccccc1)N1CCN(c2ccc([N+](=O)[O-])c(NCc3cccnc3)c2)CC1	44*	-0.5	-4	-2.5	-3	20*	-16	-5	-36
CCOC(=O)c1c(C)n(OCc2ccccc2)c2ccc3c(no[n+]3[O-])c12	-5	0.1	-10	-2.4	-1	3	-7	-2	-7
Cc1ccc(C)c(C(=O)NC2CC(C)(C)NC(C)(C)C2)c1	-5	-2.6	-21	-2.8	8	6	-2	6	9
CCN(CC)S(=O)(=O)c1ccc2c(c1)nc(CCC(=O)Nc1ccc3c(c1)OCO3)n2C	-2	-2.4	-2	-0.3	-2	-2	-1	-2	-28
Cc1ccc(S(=O)(=O)N2CCOC2CNC(=O)C(=O)NCCc2ccccc2)cc1 (stereo unspecified)	-2	-1.5	4	0.1	3	6	13	-6	-28
CNS(=O)(=O)c1cccc(C(=O)Nc2cccnc2)c1	0	-6.4	12	-2.9	5	4	2	4	2
CCOc1ccc(C(=O)Nc2ccc3c(c2)C(=O)NC3=O)cc1	-4	-3.3	20	-6.2	-1	6	13	-1	-6
Cc1nn(-c2ccccc2)c(/N=C/c2ccc(O)cc2)c1-c1ccccc1	6	-3.8	19	-3.0	4	-4	-20	-14	-6
C=C1C(=O)[C@@]23[C@H](O)C[C@@H]4C(C)(C)CC[C@H](O)[C@@]4(C)[C@@H]2CC[C@@H]1[C@H]3O	-12	1.7	27	-1.7	-9	0	-1	-1	-3
CCOc1ccc(-n2c(C)c(C(C)=O)c3cc(O)ccc32)cc1	4	-2.2	-7	-1.4	-27	0	-13	-1	-10
O=C(Cn1cnc(Cl)c1Cl)c1ccccc1	-2	-2.6	9	-3.7	4	4	23	-4	-8
Cc1ccc(-c2noc(CNC(=O)COc3ccccc3C)n2)cc1	-8	1.5	-16	-0.5	-2	1	-14	0	-41
COc1cccc(CC(=O)N2CCCC(CO)(Cc3ccc(F)cc3F)C2)c1 (stereo unspecified)	16	1.4	-6	0.7	9	2	16	-2	-34
COc1ccc(/C=N\NC(=O)CNC(=O)C(c2ccccc2)c2ccccc2)cc1[N+](=O)[O-]	1	-2.0	5	-3.2	-13	-1	-22	-2	3
N#Cc1cc(N)c(Nc2ccccc2)cc1C#N	-3	-0.5	22	-2.9	-19	4	-3	-4	5
CCOC(=O)C1=NOC(CNC(=O)c2c(-c3ccccc3Cl)noc2C)C1 (stereo unspecified)	-5	1.2	10	-0.5	-26	2	-3	1	-6
Cc1ccc(-c2cc(C(=O)N3CCCCCC3)no2)cc1	8	-3.0	-12	-4.0	-12	3	15	5	-27
COc1ccccc1Nc1nnc(SCc2cc(=O)n3cc(C)ccc3n2)s1	-2	6.7	15	-3.1	-5	-11	4	7	-7
Cc1ccc(OCCCCN2CCCCC2)cc1	3	-2.4	4	-1.8	-4	5	15	·	-5
O=C(CCCc1ccccc1)Nc1ccc(Br)cc1F	10	-1.5	-9	-3.4	-2	3	5	9	-11
CCCN1Cc2cccc(C(=O)Nc3ccc(CN4CCCC4)cc3)c2C1=O	-5	12*	3	-2.2	0	0	-1	1	2
CNC(=O)NC(=O)CSc1nc(-c2cccs2)c(C#N)c(=O)[nH]1	0	-3.2	29	1.0	-19	8	6	·	-7
Cc1ccc(C2c3sc(=O)[nH]c3SC3C(=O)NC(=O)C32)cc1 (stereo unspecified)	12	0.0	14	-0.1	-5	7	9	3	-9
COC(=O)c1ccc(OCC(O)CN2C(=O)NC(C)(C)C2=O)cc1 (stereo unspecified)	4	-2.8	12	-2.9	0	2	5	·	0
O=C(N=Nc1c(O)[nH]c2ccc([N+](=O)[O-])cc12)c1ccccc1Cl	-1	-2.8	·	-3.2	3	4	-2	-6	5
Cc1nc2ccc(N3C(=O)CCC3=O)cc2[nH]1	2	-3.5	-9	-3.5	-1	3	5	2	4
COc1cc(CC(=O)OCC(=O)NC2CCCCC2)cc(OC)c1OC	3	-0.9	7	-1.4	21	1	-3	-2	-9
CCOC(=O)NC(=O)CSc1nc2ccc(OCC)cc2[nH]1	12	-1.2	-4	-1.5	1	4	-5	1	-4
COc1cccc(OC)c1/C(O)=C(\C#N)c1nc2ccccc2[nH]1	3	-0.4	14	-0.5	-1	-1	5	1	-9
CC(=O)C1=C(O)C(=O)N(CCC(=O)O)C1c1ccccc1[N+](=O)[O-] (stereo unspecified)	9	-0.9	14	-2.4	-6	1	-4	-1	-1
COC(=O)C(=Cc1ccc(OCc2ccc([N+](=O)[O-])cc2)c(OC)c1)C(=O)OC	-11	-0.6	-7	-1.7	-2	0	-7	-5	1
O=[N+]([O-])c1cc(-c2n[nH]c(-c3ccccc3)n2)cc([N+](=O)[O-])c1	4	-1.0	11	-3.3	-21	3	2	1	2
CCC(C)Sc1nc2c([nH]c3ccccc32)c(=O)n1C (stereo unspecified)	-3	-1.6	2	-3.1	5	9	4	-1	-3
Cc1cc(C)c2c(SC(C)C)nc(N)nc2n1	2	6.8	17	-2.4	-2	0	1	4	-15
Cc1c(C(=O)OCC(=O)Nc2c(C)n(C)n(-c3ccccc3)c2=O)oc2ccccc12	0	-2.7	3	-2.4	-10	2	5	0	-27
CCc1ccc(NC(=S)N(CCN2CCOCC2)Cc2ccccc2F)cc1	-9	1.1	4	-1.5	-2	1	-2	6	11

Gathered by group: those above containing fluorine.
SMILES	M18AAP inhibitor	VIM-2 inhibitor	SUMO HTRF inh	IMP-1 inhibitor	p-CIP stab down	IDE cell activ	NS3 helicase inh	IDE inh	FID counter
COc1cccc(CC(=O)N2CCCC(CO)(Cc3ccc(F)cc3F)C2)c1 (stereo unspecified)	16	1.4	-6	0.7	9	2	16	-2	-34
O=C(CCCc1ccccc1)Nc1ccc(Br)cc1F	10	-1.5	-9	-3.4	-2	3	5	9	-11
CCc1ccc(NC(=S)N(CCN2CCOCC2)Cc2ccccc2F)cc1	-9	1.1	4	-1.5	-2	1	-2	6	11

Continued.
SMILES	M18AAP inhibitor	VIM-2 inhibitor	SUMO HTRF inh	IMP-1 inhibitor	p-CIP stab down	IDE cell activ	NS3 helicase inh	IDE inh	FID counter
CCn1c(COc2ccccc2C)nnc1SCC(=O)NCc1ccccc1	8	1.8	11	-0.2	5	0	4	0	-34
Cc1cc(C)n(S(=O)(=O)/C=C/c2ccccc2)n1	12	-1.7	7	-0.3	-9	4	-2	2	-2
CN(CCO)S(=O)(=O)c1ccc2c(c1)C(=NN)c1cc(S(=O)(=O)N(C)CCO)ccc1-2	5	2.4	-2	-3.2	-9	0	8	-1	-11
COC(=O)c1sc(N2C(=O)C(O)=C(C(=O)c3ccc(C)o3)C2c2cc(OC)ccc2OC)nc1C (stereo unspecified)	-5	-2.8	19	-0.5	-25	-3	54*	-4	-33
O=C(Nc1ccc(F)cc1)C1CCN(S(=O)(=O)c2cccs2)CC1	2	-3.3	-2	-3.8	-9	1	6	1	-14
COc1ccc(C(=O)NC(C)c2nc3ccccc3[nH]2)cc1OC (stereo unspecified)	-2	-0.2	-4	-3.3	-2	0	-2	·	3
COc1cc(OC)cc(C(=O)NCCCn2ccnc2)c1	1	1.9	-4	-1.2	2	8	0	1	-7
CC(C)CC(=O)O/N=C1\C(=O)N(Cc2ccc(Cl)cc2)c2ccc([N+](=O)[O-])cc21	17	-2.1	12	0.1	-12	·	21	10	10
O=C(NC1=NCCS1)c1sc2ccccc2c1Cl	1	-2.2	12	-2.4	1	-5	-10	-2	-1
Cc1noc(C)c1CSCC(=O)N1CCN(c2ccc(F)cc2)CC1	-2	-1.2	11	-3.3	3	0	8	9	-26
COC(=O)c1ccc(C(C2C(=O)CC(C)(C)CC2=O)C2C(=O)CC(C)(C)CC2=O)cc1	-15	-1.1	10	-2.0	-3	1	6	1	-11
C/C(CC(=O)NCc1ccco1)=N\NC(=O)Cc1ccccc1	3	-2.2	6	-3.6	-9	1	-13	-3	-6
CN1CCN(S(=O)(=O)c2cccc(C(=O)N(c3ccccn3)C3CCCCC3)c2)CC1	10	-2.3	-6	-2.3	2	4	-6	-3	8
NC(=O)CC(NC(=O)c1ccccc1)c1ccc(N2CCN(c3ccccc3)CC2)c([N+](=O)[O-])c1 (stereo unspecified)	2	-2.1	4	0.3	-13	3	-13	3	-27
Cc1ccc(S(=O)(=O)c2nnn3c2nc(NCCCN2CCCC2=O)c2ccccc23)cc1C	-1	0.4	-217	-0.7	-12	3	-14	1	-52
Cc1ccc(C)c2[nH]c(=O)c(CN(CCN3CCCC3)C(=O)Nc3ccc(F)cc3)cc12	-3	-3.1	16	-4.2	-9	-6	-29	-1	9
O=C(NCCCN1CCc2ccccc2C1)Nc1ccc(Br)cc1	-4	-2.8	-3	-1.9	-2	-2	-15	-4	14
NC(=O)c1ccc(NC(=O)Cn2c(=O)n(-c3ccccc3)c(=O)c3oc4ccccc4c32)cc1	4	-1.7	22	-3.2	1	4	-4	-1	-1
CCN(CC)C(=O)c1sc(N)c(C(=O)OC(C)C)c1C	-3	0.4	5	-2.6	0	2	-2	-2	-18
S=c1nc(SCc2ccccc2)[nH]c2ccccc12	13	0.5	30	-0.7	4	-3	7	-4	-10
C1CCC(c2nn3c(-c4n[nH]c5c4CCC5)nnc3s2)CC1	4	3.6	16	-1.9	2	1	1	2	-21
COc1ccc(OC(=O)Nc2ccccc2)cc1	-21	-0.8	3	-2.0	2	-2	-2	0	-5
CCCNC(=O)c1ccc(N2CCC3(CC2)CC(c2cccc(Br)c2)=NO3)c([N+](=O)[O-])c1	-1	0.8	-6	-1.7	-23	0	-9	3	-12
COc1ccc(NC2=NC(=S)N(c3ccc(C)cc3)C23CCCCC3)cc1	-1	-0.3	2	-0.1	-4	5	2	8	2
COc1ccc(C(=O)Nc2nnc(S(=O)(=O)N3CCC(C)CC3)s2)cc1OC	-3	-1.4	17	1.8	-8	0	0	2	-28
CCOc1ccc(-c2[nH]ncc2-c2ccc(OC)c(OC)c2)c(O)c1	1	-2.3	-27	-3.2	-7	-2	-3	-2	-17
CCOC(=O)N1CCN(CC(=O)c2ccc(O)c(C)c2O)CC1	2	-2.9	0	-0.7	-2	4	-1	0	-9
CCOC(=O)CSc1ccc(C(=O)N2CCN(C)CC2)cc1[N+](=O)[O-]	6	-3.4	1	-2.2	-5	3	5	0	4
CC(C)Oc1ccc(C(=O)N2CCCC2C(=O)O)cc1 (stereo unspecified)	6	-3.3	27	-3.1	-8	4	-4	0	4
Cc1nn(CCOc2cccc(Br)c2)c(C)c1[N+](=O)[O-]	1	-0.8	13	-2.1	-10	10	12	4	-6
COc1ccc(-n2c(SCC(=O)Nc3ccccc3)nc3c(c2=O)SCC3)cc1	2	-0.1	8	-2.6	-7	1	-8	3	-14
CCOc1cc(-c2nc3ccccn3c2NCC2CCCO2)ccc1O (stereo unspecified)	30*	0.6	18	2.0	4	0	-2	-8	8
COCCNC(=O)c1cc2oc3ccccc3c2n1C	-1	-3.0	19	-2.8	-6	-1	14	-2	-6
